# From PubChem BioAssay
# Efflux pump inh – inhibitors of Candida efflux pumps in yeast, primary screen, S. cerevisiae, Nile Red, multiplex | 330,000 compounds, 0.44% hits | inhibition, % at 10 µM | AID 485275, 2010 | S. cerevisiae Candida pump triplex;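 active = plate passing quality check with inhibition over a set limit, or well fluorescence over plate mean plus 4 SD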;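 also: Nile Red retained in pooled yeast measured as flow cytometry median fluorescence; 0% = buffer negative control and 100% = Enniatin B positive control; higher means more Nile Red kept so more efflux inhibition; some compounds called inactive have numbers as strong as hits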
# PREPL inh – PREPL enzyme inhibitors, primary screen, biochemical, fluorescence polarization | Prolyl endopeptidase-like (Homo sapiens), Q4J6C6 | recombinant PREPL, fluorescence polarization activity-based probe | inhibition, % at 5.96 µM | 320,000 compounds, 0.68% hits | AID 2751, 2010; in the data active = inhibition above about 43%;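 also: 0% = enzyme with DMSO and 100% = wells lacking enzyme; many of its hits are not listed in these tables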
# Target sequence (Q4J6C6 whole entry, looked up): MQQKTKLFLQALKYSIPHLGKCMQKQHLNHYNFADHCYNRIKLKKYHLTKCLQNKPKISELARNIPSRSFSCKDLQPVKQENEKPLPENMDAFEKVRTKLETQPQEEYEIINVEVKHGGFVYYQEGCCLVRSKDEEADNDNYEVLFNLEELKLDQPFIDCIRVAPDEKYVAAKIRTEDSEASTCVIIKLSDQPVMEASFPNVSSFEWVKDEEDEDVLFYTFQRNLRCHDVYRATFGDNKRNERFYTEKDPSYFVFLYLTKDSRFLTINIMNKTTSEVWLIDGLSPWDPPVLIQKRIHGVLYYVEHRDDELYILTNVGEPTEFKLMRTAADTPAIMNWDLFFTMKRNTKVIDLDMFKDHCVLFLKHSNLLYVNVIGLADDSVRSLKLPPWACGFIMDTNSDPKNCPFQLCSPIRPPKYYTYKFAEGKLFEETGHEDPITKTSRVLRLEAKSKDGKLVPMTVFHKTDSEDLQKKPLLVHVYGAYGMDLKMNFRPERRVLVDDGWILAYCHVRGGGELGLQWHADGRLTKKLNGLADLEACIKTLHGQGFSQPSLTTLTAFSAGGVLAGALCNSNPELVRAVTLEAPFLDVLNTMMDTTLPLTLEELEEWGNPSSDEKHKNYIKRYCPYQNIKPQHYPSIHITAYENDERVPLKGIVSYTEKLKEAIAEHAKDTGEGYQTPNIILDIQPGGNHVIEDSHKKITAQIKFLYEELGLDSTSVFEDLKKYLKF
# core dimer inh – inhibitors of HCV core protein dimerization, primary screen, biochemical, TR-FRET, high-throughput | TR-FRET GST/Flag-core106 dimerization, 1536-well | inhibition, % at 5 µM | 300,000 compounds, 0.33% hits;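 active = inhibition above the mean of all tested compounds plus 3 SD, set per screening campaign, cut at about 45% in these data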
#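 Material: Tagged HCV core106 pair (GST and Flag) | Amount: GST-core106 13.5 nM, Flag-core106 17 nM | Medium: KF-containing HEPES buffer, pH 7.45, DTT, CHAPS, BSA | Reagent: Eu donor and XL665 acceptor anti-tag antibodies | Schedule: 4 h at 22.5 °C | Technique: Time-resolved FRET, ex 340 nm, em 617 and 671 nm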
# PP1 counter – PP1-alpha phosphatase inhibitors, primary screen, counter-screen for PP5 inhibitor project, biochemical, fluorescence, OMFP substrate, single point. Serine/threonine-protein phosphatase PP1-alpha catalytic subunit (Homo sapiens), P62136. purified PP1alpha. inhibition, % at 6.7 µM. 320,000 compounds, 0.9% hits;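 active = inhibition above the mean inhibition of all tested compounds plus 3 SD, computed separately for each screening campaign, cut at about 15% in these data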
# Target sequence (P62136 whole entry, looked up): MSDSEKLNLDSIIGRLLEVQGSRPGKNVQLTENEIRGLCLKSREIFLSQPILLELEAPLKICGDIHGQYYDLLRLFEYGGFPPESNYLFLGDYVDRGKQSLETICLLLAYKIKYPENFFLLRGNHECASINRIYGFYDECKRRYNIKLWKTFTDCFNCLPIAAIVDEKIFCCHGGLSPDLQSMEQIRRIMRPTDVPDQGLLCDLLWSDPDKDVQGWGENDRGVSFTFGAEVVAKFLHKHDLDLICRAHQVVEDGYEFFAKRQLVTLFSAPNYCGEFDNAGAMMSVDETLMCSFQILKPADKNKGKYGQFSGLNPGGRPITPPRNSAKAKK
# TPT1 inh – Candida albicans TPT1 enzyme inhibitors, primary screen, biochemical, fluorescence polarization; inhibition, % at 5 µM; AID 1962, 2009; recombinant caTPT1, FP RNA substrate dephosphorylation; 300,000 compounds, 0.81% hits;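 active = inhibition above the mean of all tested compounds plus 3 SD, set per screening campaign, cut at about 24% in these data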;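 also: plate controls were DMSO alone for no effect and ferristatin control at 100 nM for full effect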
# PP5 inh – PP5 phosphatase inhibitors, primary screen, biochemical, fluorescence; purified PP5c, OMFP substrate fluorescence; inhibition, % at 6.7 µM; AID 1987, 2009; 320,000 compounds, 0.18% hits;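 active = inhibition above the campaign's mean inhibition across all tested compounds plus 3 SD, cut at about 9.5% in these data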;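 also: 0% = DMSO only and 100% = 100 µM cantharidin control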
# CTSL1 counter – Fasciola hepatica cathepsin L1 inhibitors, primary screen, counter-screen for PFM18AAP inhibitor project, biochemical, QFRET, fluorogenic peptide substrate; inhibition, % at 5.96 µM; recombinant F. hepatica cathepsin L1, Z-Leu-Arg-MCA fluorescence; 300,000 compounds, 0.49% hits;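 active = inhibition above the mean of all tested compounds plus 3 SD, set per screening campaign, cut at about 17% in these data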;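 also: 0% = plate median of test compound wells and 100% = 1 µM Z-Phe-Ala-diazomethylketone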
# ZTA DNA inh – ZTA (EBV) inhibition in EBNA-1 counter-screen; inhibition, % at 11 µM; AID 2234; 320,000 compounds, 0.15% hits; ZTA-DNA binding, fluorescence polarization; P03206; in the data active = inhibition above about 33%
# EBNA-1 inh – EBNA-1 DNA-binding inhibitors, primary screen, biochemical, fluorescence polarization | inhibition, % at 14.8 µM | 300,000 compounds, 0.34% hits | AID 1950, 2009; in the data active = inhibition above about 28%
# Active calls of the source: *; . = no result given. Not all compounds are listed, so the mix of outcomes need not match the whole.
SMILES,Efflux pump inh,PREPL inh,core dimer inh,PP1 counter,TPT1 inh,PP5 inh,CTSL1 counter,ZTA DNA inh,EBNA-1 inh
CC1(C)CC2CC(C)(CN2C(=O)c2cc(-c3ccccc3)on2)C1 (centres undefined),0.5,-1,7,-2,0,3.3,3,-4,-7
COc1ccccc1C(=O)Nc1ccc(S(=O)(=O)N2CCCC2)cc1,-0.6,4,0,-7,0,1.0,-3,2,5
COc1cc(C2C3=C(CCCC3=O)Nc3[nH]n(-c4ccccc4)c(=O)c32)ccc1OC(C)=O (centres undefined),0.1,6,-9,-2,-2,0.1,5,10,10
Cc1ccc(Nc2nc(C)c3c(n2)CC(C)CC3=O)c(C)c1 (centres undefined),-0.1,31,-4,-2,-3,1.1,1,-9,-1
OC1CCCN(CC(O)COC(c2ccccc2)c2ccccc2)C1 (centres undefined),0.0,2,-2,4,29*,3.8,-1,11,-2
CCOC(=O)c1c(C)[nH]c(C(=O)COC(=O)Cn2cc(C(F)(F)F)ccc2=O)c1C,-0.1,-2,.,-4,.,2.5,.,8,.
CC(=O)OCc1cc(-c2nc3ccccc3[nH]c2=O)nn1-c1ccc(Cl)cc1,0.1,-8,16,-2,-4,-1.1,5,6,-1
Cc1ccccc1NC(=O)C12CC3CCC1(C)C3(C)CO2 (centres undefined),0.1,-6,-17,5,1,4.0,-1,0,-7
CCCCCC(C)NC(=S)NC(=O)c1cc(S(=O)(=O)N2CCOCC2)ccc1C (centres undefined),-0.2,5,13,0,-3,3.2,3,5,3
O=C(COC(=O)[C@H](Cc1ccccc1)NC(=O)c1ccco1)NC(c1ccccc1)c1ccccc1,0.0,-19,22,5,-1,3.7,-3,14,7
NS(=O)(=O)c1ccc(NC(=O)CSc2nc3c(c(=O)[nH]2)CCCC3)cc1,-0.2,-1,15,-4,0,-0.7,-1,1,-1
C/C(=N\Nc1nc(C)cc(-c2ccccc2)n1)c1ccc(F)cc1,0.0,-1,2,-1,2,1.3,-2,6,10
Cn1c(=O)n(CC(=O)NCC2CCCO2)c(=O)c2c3c(sc21)CCCC3 (centres undefined),0.0,1,7,-1,4,-0.9,3,9,7
CC(C)NC(=O)NC(=O)CSc1nnc(COc2ccccc2Cl)o1,-0.1,6,0,2,-4,1.3,-3,8,12
Cc1cc(N=Cc2cc(Cl)ccc2O)no1,-0.1,15,3,-5,-1,3.6,-1,-3,-5
O=C(/C=C/c1cccs1)Nc1sc2c(c1C(=O)O)CCCC2,0.0,-1,1,14,-12,3.4,1,-8,-5
O=c1nc(-c2ccccc2)nc(-c2ccccc2)[nH]1,-0.1,5,5,-2,-3,4.2,-2,-24,-7
O=C(CSCc1ccc(Cl)cc1)N1CCOCC1,0.1,4,-4,-1,-1,-0.6,1,1,7
COc1ccc(C2=[N+](C)CCn3cccc32)c(OC)c1,0.0,11,-3,-2,-1,-1.5,6,33*,12
COc1ccc(OCc2nnc(SCC(=O)Nc3cccc(Cl)c3)o2)cc1,0.0,-5,-10,0,-3,2.2,6,-11,8
O=C(NCc1ccccc1)c1cccc(Br)n1,0.2,-3,-4,-1,1,0.9,0,9,6
CC(C)CC(=O)NCCNC(=O)c1cc(OCC(F)(F)F)ccc1OCC(F)(F)F,0.1,3,0,-1,-3,-0.2,2,-3,-2
COC(=O)C1CSC(c2ccc(Cl)cc2)N1C(=O)c1ccccc1 (centres undefined),-0.1,-19,4,6,0,-1.9,3,1,-3
CC(C)N1C(=O)CCC1C(=O)NCc1ccco1 (centres undefined),0.1,-1,1,-5,0,-2.2,0,13,4
CC1(C)C(=O)NC(=O)N1Cc1ccccc1,0.0,4,-9,2,-3,1.6,2,-13,-2
O=C(NNC(=O)c1ccccc1O)c1cccc(Br)c1,-0.1,1,-5,1,2,1.2,-4,6,-5
COc1cccc(OC)c1C(=O)Nc1ccc(S(=O)(=O)Nc2cc(C)nc(C)n2)cc1,-0.1,-5,-6,0,-2,0.0,1,-6,1
O=c1c2ccccc2nc(SCCN2CCOCC2)n1CCc1ccccc1,-0.1,18,2,1,-3,-0.7,0,-4,5
N#CCCN(C(=O)c1cc2c(s1)-c1ccccc1S(=O)(=O)C2)c1ccccc1,0.0,12,-2,2,-1,2.4,1,10,-6
COc1c(O)c(=O)n2c3ccccc3c3ccnc1c32,-0.3,5,-3,-2,-3,-0.8,6,15,11
CCS(=O)(=O)N1Cc2ccccc2CC1C(=O)Nc1nc2ccccc2[nH]1 (centres undefined),0.0,-11,9,3,-1,1.9,0,2,9
Cc1ccc2nc(C(=O)N3CCCC(Nc4ccc(F)cc4)C3)cn2c1 (centres undefined),0.1,21,0,-4,0,1.5,4,2,10
COCCNc1ncnc2c1cnn2Cc1ccc(Cl)cc1,0.0,-14,-2,-5,2,1.6,0,-1,5
CCn1c(CNC(=O)c2ccccc2F)nnc1SCCOc1ccccc1,0.3,-10,-2,3,3,-2.1,-2,-3,-9
O=C(Nc1nc2cc3c(cc2s1)OCO3)C1=COCCO1,-0.2,-17,-5,-1,-3,-1.3,0,-11,-1
CSc1ccc(CN(C)C(C)C(=O)NCc2ccccc2)cc1 (centres undefined),-0.1,-22,-10,3,-2,2.5,1,-15,-2
Cc1ccccc1CC(=O)Nc1ccc(S(=O)(=O)N2CCOCC2)cc1,-0.1,5,-3,1,-2,3.4,-3,-5,-5
CN(CCNC(=O)C1CCN(S(=O)(=O)N2CCOCC2)CC1)CCc1ccccc1,-0.1,2,-4,2,0,-1.0,0,-3,-2
Cc1ccccc1NC(=O)C(C)c1cccc(C(=O)c2ccccc2)c1 (centres undefined),-0.1,8,12,-4,0,-0.6,7,17,3
COc1ccccc1-n1c(SCC(=O)NCC2CCCO2)nc2c([nH]c3ccccc32)c1=O (centres undefined),-0.2,1,-5,2,-3,6.0,-4,2,2
O=C(Cn1ccccc1=O)NCc1ccc(F)cc1,-0.1,1,5,-3,-3,0.0,1,8,9
CCOC(=O)N1CCN(C(=O)COC(=O)CN(C)S(=O)(=O)c2ccc(NC(C)=O)cc2)CC1,0.1,-1,-3,-3,0,-0.1,-6,12,3
Cc1ccc(NC(=O)c2cc(C)nn2-c2ccccc2)cc1,0.0,3,3,2,-62,-1.7,0,4,5
Cc1cc(C(=O)Cn2c(CO)nc3ccccc32)c(C)n1C,0.7,9,6,-7,1,2.4,0,-4,-6
COc1cccc(CNC(=O)COC(=O)CN(C)S(=O)(=O)c2ccc(NC(C)=O)cc2)c1,0.6,2,-3,-3,1,0.4,0,-7,-7
CCN1CCN(c2ccc(NC(=O)c3ccc(OC)c(S(=O)(=O)N4CCCC4)c3)cc2)CC1,-0.4,27,.,0,.,0.5,.,3,.
COc1ccc(OC)c(S(=O)(=O)N2CCC(C(=O)Nc3ccc(C)c(C)c3)CC2)c1,-0.4,12,1,0,-1,2.4,-4,26,7
O=C(COC(=O)c1cccc([N+](=O)[O-])c1)NC1CCCC1,-0.1,0,6,-2,-3,0.2,-4,-4,-1
CCc1ccc(CNC(=O)C2Cc3cc(S(=O)(=O)N4CCCC4)ccc3N2C(C)=O)cc1 (centres undefined),0.0,2,1,0,2,2.2,3,9,-12
O=C(Cc1ccccc1)c1nnc(-c2ccccc2)o1,0.0,4,6,2,1,1.7,-1,0,2
C#CCOCCOCCOCCNc1nc(N2CCN(C(=O)[C@H]([C@@H](C)CC)n3cc([C@@H](N)Cc4ccc(O)cc4)nn3)CC2)nc(N2CCN(C(=O)[C@H](Cc3ccc(O)cc3)n3cc([C@@H](N)C(C)CC)nn3)CC2)n1 (some centres undefined),-0.1,23,2,5,-2,0.5,8,-1,8
Cc1ccc(NC2=CC(=O)CC(c3ccc(Cl)cc3)C2)cc1 (centres undefined),0.0,-5,7,3,-3,1.9,-1,-18,-13
CC1Sc2ccc(S(=O)(=O)CCC(=O)Nc3ccccn3)cc2NC1=O (centres undefined),0.0,28,-13,-2,-4,-0.7,5,3,15
CS(=O)(=O)c1ccccc1C(=O)Nc1ccc(-c2nc3ccccc3o2)cc1,-0.1,-7,-1,2,0,0.7,-2,-1,-2
CN(C)S(=O)(=O)c1cccc(NC(=O)C(c2ccccc2)c2ccccc2)c1,0.0,-7,5,3,-3,4.1,1,2,6
CC(C)(C)OC(=O)[C@H](Cc1ccccc1)NC(=O)c1nc[nH]c1C(=O)N1CCc2ccccc2C1,0.1,5,6,3,4,5.0,1,-6,1
COc1cc(C(=O)NC2CCN(Cc3ccccc3)CC2)cc(Cl)c1OC(C)C,0.0,-5,3,-3,-1,1.5,0,6,10
O=C1CC(N2CCN(c3ccccc3Cl)CC2)C(=O)N1c1cccc(F)c1 (centres undefined),0.0,3,-6,1,0,2.8,3,-24,-1
CCOC(=O)CSC(CC)C(=O)Nc1nnc(C(C)C)s1 (centres undefined),-0.1,-5,1,-1,3,-1.5,0,1,3
Cc1cc(C)cc(NC(=O)C/C(N)=N/O)c1,0.0,-7,0,-3,2,3.3,0,-10,-8
# Going on with the list:
SMILES,Efflux pump inh,PREPL inh,core dimer inh,PP1 counter,TPT1 inh,PP5 inh,CTSL1 counter,ZTA DNA inh,EBNA-1 inh
Cc1cc(C)n2nc(SCC(=O)Nc3c(C)n(C)n(-c4ccccc4)c3=O)nc2n1,-0.1,-6,-8,0,0,-1.3,-2,21,1
Cc1ccccc1CSc1nccn1-c1ccccc1,-0.1,-9,-20,0,-1,0.9,-1,-6,-5
COc1ccc(C(=O)NNC(=O)CSc2nc(C(C)C)nc3ccccc23)cc1,0.0,-2,13,-1,3,-0.4,3,-2,15
CCCCCC(=O)NC(=S)Nc1ccc(N2CCOCC2)cc1,0.1,3,6,-1,-2,0.3,-1,-8,-2
C#CC(C)(C)NC(=O)c1ccc(-c2ccccc2F)cc1,0.1,5,3,-1,-4,3.0,10,-16,-7
O=C(COC(=O)c1ccc(NS(=O)(=O)c2cccs2)cc1)NCc1ccco1,0.0,-8,72*,13,1,-0.8,-1,-1,7
CCCCc1nc2sc3c(c2c(=O)[nH]1)CC(C)(C)OC3,0.0,1,-1,-3,-2,-1.6,3,13,14
C=CCOC(=O)C1=C(C)NC(=O)NC1c1ccc(Cl)cc1 (centres undefined),-0.1,-12,-3,-4,-1,-2.0,3,-15,-9
C/C(CC(=O)Nc1cc(Cl)ccc1Cl)=N\NC(N)=S,0.1,3,-5,-8,4,2.4,8,31,5
CC(=O)C(Sc1nnnn1-c1ccccc1)C(C)=O,0.0,3,-1,-8,-1,0.1,-3,6,-3

# Random excerpt: two records from the list
SMILES,Efflux pump inh,PREPL inh,core dimer inh,PP1 counter,TPT1 inh,PP5 inh,CTSL1 counter,ZTA DNA inh,EBNA-1 inh
C#CC(C)(C)NC(=O)c1ccc(-c2ccccc2F)cc1,0.1,5,3,-1,-4,3.0,10,-16,-7
CC(=O)C(Sc1nnnn1-c1ccccc1)C(C)=O,0.0,3,-1,-8,-1,0.1,-3,6,-3

# An excerpt from above in order of formula weight, ascending:
SMILES,Efflux pump inh,PREPL inh,core dimer inh,PP1 counter,TPT1 inh,PP5 inh,CTSL1 counter,ZTA DNA inh,EBNA-1 inh
CCCCc1nc2sc3c(c2c(=O)[nH]1)CC(C)(C)OC3,0.0,1,-1,-3,-2,-1.6,3,13,14
C=CCOC(=O)C1=C(C)NC(=O)NC1c1ccc(Cl)cc1 (centres undefined),-0.1,-12,-3,-4,-1,-2.0,3,-15,-9
Cc1cc(C)n2nc(SCC(=O)Nc3c(C)n(C)n(-c4ccccc4)c3=O)nc2n1,-0.1,-6,-8,0,0,-1.3,-2,21,1
